aSyn tox rescue = rescues yeast growth from alpha-synuclein toxicity. S. cerevisiae alpha-synuclein toxicity rescue, BacTiter-Glo growth, 24 h. Potency, µM (top dose mostly 46.1 µM), for the others: at the highest dose growth rescue (activation), hits mostly activators. actives 0.02% (n = 94,000). AID 1347070; active = well fitted activation curve with a large enough effect; inconclusive = small, poorly fitted or top-dose-only effect; also: 0% is about no effect
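Growth restoration measured by BacTiter-Glo luminescence after 24 hr at 30 deg C; alpha-synuclein yeast, raffinose-pregrown to mid-log, were added at OD600=0.02 in galactose medium onto pinned compounds.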
Active calls of the source: *; ? = inconclusive; & = joins results of further samples. Potency is read from the fitted curve at half-maximal effect. An excerpt; rates above refer to the full screens.

SMILES	aSyn tox rescue
CCSC1=N/C(=C\C=C2/Oc3ccccc3N2CC)C(=O)S1	3%
CC(OC(=O)Cc1ccccc1[N+](=O)[O-])C(=O)Nc1ccc(Cl)cn1 (stereo unspecified)	4%
O=C(O)c1ccc2c(c1)C(=O)N(c1ccc(C(=O)OCC(=O)c3ccccc3)cc1)C2=O	-1%
COc1ccc(N2CCN(C(=O)c3c(C)oc4nc(C)nc(N5CCCC5)c34)CC2)cc1	4%
O=C(c1cccc([N+](=O)[O-])c1)N1CCCN(C(=O)c2cccc([N+](=O)[O-])c2)CC1	3%
CC(=O)c1cccc(Nc2nc(-c3ccccc3Cl)nc3ccccc23)c1	-1%
CCCCC(=O)N/N=C/c1sccc1C	-1%
COc1ccc(N2C(=O)C(CC(=O)Nc3ccc(F)cc3)N(Cc3ccc4c(c3)OCO4)C2=O)cc1 (stereo unspecified)	3%
Cc1occc1C(=O)N(C)CC1CCCN(CCc2ccc(Cl)cc2)C1 (stereo unspecified)	-2%
Cc1cccc(OCC(=O)O/N=C(\N)Cc2ccc([N+](=O)[O-])cc2)c1	-1%
COc1cc(C(C(=O)Nc2c(C)cccc2C)N(C)C(=O)c2ccc(-n3cnnn3)cc2)ccc1O (stereo unspecified)	-7%
CCOP(=O)(OCC)/C(=N/OC(=O)c1ccc(OC)cc1)C(N)=O	-7%
CCOc1ccccc1Nc1cc2n(c(=O)n1)CCc1cc(OC)c(OC)cc1-2	10%
COc1ccc(CNC(=O)c2ccc3c(c2)N(C)C(=O)C2CCCCN32)cc1OC (stereo unspecified)	-5%
COCCCNC(=O)C(CC(N)=O)NC(=O)OCc1ccccc1 (stereo unspecified)	3%
COc1ccc(C(=O)NCC(=O)NC2=NCCS2)cc1	-4%
CC(CNS(=O)(=O)c1ccc2c(c1)CC(=O)N2C)c1ccccc1 (stereo unspecified)	3%
Cc1ccc(NC(=O)C2CCCN(c3ncnc4onc(C)c34)C2)cc1Cl (stereo unspecified)	-6%
COc1ccc(-c2cn3c(n2)sc2cc(C(=O)Nc4ccc(F)cc4)ccc23)cc1	-5%
COc1ccc(C(=O)Nc2ccc(S(=O)(=O)Nc3cc(C)nc(C)n3)cc2)cc1	9%
CC1(C)CC(Cc2cccc(C(F)(F)F)c2)N(C(=O)OC(C)(C)C)C1 (stereo unspecified)	1%
Cc1csc(=O)n1CCC(=O)OCC(=O)c1ccc(Br)cc1	-4%
Cc1cc(-c2n[nH]c(=S)n2/N=C/c2ccc(C)o2)n[nH]1	-7%
COc1ccccc1NC(=O)Cn1c(SCC(=O)NCc2ccccc2)nc2ccccc21	0%
Cc1ccc(NCC(=O)N=Nc2c(O)[nH]c3ccc([N+](=O)[O-])cc23)cc1	-8%
CCOc1ccc(NC(=O)C2CCN(S(=O)(=O)c3c(C)noc3/C=C/c3c(C)cc(C)cc3C)CC2)cc1	0%
COC(=O)c1c(SC)nc2ccccc2c1OCc1ccccc1Cl	-3%
CCOC(=O)N1CCc2c(sc3c2c(=O)n(-c2ccccc2C(F)(F)F)c(=O)n3Cc2ccccc2C)C1	4%
Cc1ccc(NS(=O)(=O)c2ccc3c(c2)CCCN3C(=O)C2CCC2)cc1Cl	9%
CCOC(=O)c1c(NC(=O)c2ccc(C)c(C)c2)sc2c1CCCCC2	-9%
O=C(CSc1nnc(-c2cccnc2)o1)Nc1ccc(F)cc1	13%
Fc1cccc(CN2CCN(C(=S)NCCc3ccccc3)CC2)c1	2%
COC(=O)c1scc(-c2ccc(C)cc2)c1S(=O)(=O)Nc1cc(C)c(Cl)cc1OC	-6%
COc1ccccc1NC(=O)c1ccc(NC(=O)CNC(=O)c2ccc(OC)c(OC)c2)cc1	6%
CC(C)CC(=O)NC(=S)NNC(=O)c1cccc([N+](=O)[O-])c1	6%
CSc1ccc(-c2nc3cc(C)ccn3c2Nc2ccc(C)cc2)cc1	-4%
O=C(Nc1cccc(C(F)(F)F)c1)c1cnn(-c2cccc(F)c2)c1C1CCNCC1	0%
COc1ccc(Cl)cc1NC(=O)c1sc2nc3n(c(=O)c2c1C)CCC3	2%
Cc1cc(=O)c(C(=O)O)nn1-c1ccccc1C(F)(F)F	-2%
O=C(NCCc1ccccc1)c1ccc(Cn2c(SCc3ccc(F)cc3)nc3cccnc32)cc1	-3%
COc1ccc(CCC(=O)OC(C)C(=O)c2ccc(C)cc2)cc1 (stereo unspecified)	-4%
Cc1ccc(-n2c(=O)c3ccc(C(=O)NCc4ccccc4Cl)cc3n(Cc3ccccc3F)c2=O)cc1	3%
Cc1ccc2nc(CSc3nnc(-c4ccncc4)n3C)cc(=O)n2c1	-1%
O=C(Nc1ccc(S(=O)(=O)Nc2ncccn2)cc1)c1ccc(Br)cc1	2%
Cc1cccc(NC(=O)C(C)Sc2ncnc3sccc23)c1 (stereo unspecified)	1%
CCOc1ccc(Cc2noc3c2C(=O)CCC3)cc1OCC	-8%
O=C(CCn1c(=O)oc2ccccc21)NCCCN1CCCC1=O	5%
CN1CCCN(C(=O)c2cc(-c3cccc4ccccc34)nc3ccccc23)CC1	1%
Cc1nc(Cl)c(C(=O)NC(C)(C)C)c(C)c1Cl	3%
COc1ccc(OC)c(Nc2nc(N(C)c3ccccc3)nc(N)c2[N+](=O)[O-])c1	4%
Cc1[nH]c2ccccc2c1/C=N/NC(=O)c1cc(C(C)C)[nH]n1	15%
COc1ccc(-c2cc(C(F)(F)F)nc(NCc3ccc(Cl)cc3)n2)cc1	-1%
COc1ccc(-c2cc(C(=O)Nc3c(C)nn(Cc4ccc(F)cc4)c3C)no2)cc1OC	-6%
COC(=O)c1ccccc1-n1c(CCC(=O)O)ccc1-c1ccccc1	5%
Cc1ccc(Cc2nc3ccccc3nc2SCC(=O)N2CCN(c3ccccc3F)CC2)cc1	3%
COc1ccc(S(=O)(=O)Cc2ccc(C(=O)NCCc3cc(OC)ccc3OC)o2)cc1	3%
COc1ccc(CCCc2nnc(SCC(=O)Nc3cccc(F)c3C)o2)cc1	2%
Cc1cccc(NC(=O)Cn2nnc(C(=O)NCc3cccs3)c2N)c1	4%
COc1ccc(NC(=O)/C(C#N)=C/c2ccc(C)o2)cc1	-12%
Cc1ccc(S(=O)(=O)NCC(C)n2cncn2)cc1 (stereo unspecified)	2%
Additional entries:
SMILES	aSyn tox rescue
Cc1cccc(Nc2nc(N)c([N+](=O)[O-])c(NCCO)n2)c1	16%
COc1ccc(-c2nc3cc(NC(=O)COc4ccccc4C)ccc3o2)cc1	3%
Cc1cccc(OCCSc2nc3ccc(NC(=O)COc4ccccc4F)cc3s2)c1	-7%
COc1ccc(CNC(=O)c2nn(-c3ccccc3C)nc2CO)cc1	0%
CCCC(=O)Nc1ccc2nc(SCc3ccc(C)cc3)sc2c1	5%
O=C(Nc1ccc(S(=O)(=O)NCC2CCCO2)cc1)c1ccccc1 (stereo unspecified)	-9%
CCOC(=O)N1CCN(C(=O)CSc2ccc3nnc(-c4ccncc4)n3n2)CC1	3%
CCC1CC(C(=O)Nc2ccccc2)C(=O)O1 (stereo unspecified)	-1%
Cc1ccc2c(=O)n3c(nc2c1)C(Cc1ccccc1)NC(=O)c1cccnc1-3 (stereo unspecified)	1%
CCOc1ccc(NC(=O)c2cc3sc(Cl)cc3n2CC)cc1	-12%
CCn1nc(C)c(Br)c1-c1nc(CS(=O)(=O)c2ccc(F)cc2)no1	1%
O=C(NCC1CCCO1)C1CCN(C2CCN(C(=O)C3CCCCC3)CC2)CC1 (stereo unspecified)	4%
CCOc1ccc(N2CC(C(=O)Nc3ccccc3C(=O)N3CCOCC3)CC2=O)cc1 (stereo unspecified)	-4%
COc1cccc(N2CCN(C(=O)c3cc4c(=O)n(Cc5ccco5)ccc4nc3C)CC2)c1	-7%
CN(C)CCCN(C(=O)c1ccc(N2C(=O)CCC2=O)cc1)c1nc2c(F)cccc2s1	2%
COc1ccc(CCNC(=O)CCCCn2c(=O)c3ccccc3n(Cc3ccccc3C)c2=O)cc1OC	-1%
Cc1nc2c(C(=O)NC(C)c3ccccc3)cnn2c(C)c1Cc1ccccc1 (stereo unspecified)	9%
O=C(CC12CC3CC(CC(Br)(C3)C1)C2)Nc1nncs1	6%
CCCCN(C(=O)CC(c1ccccc1)c1ccccc1)c1c(N)n(CCC)c(=O)[nH]c1=O	0%
CC(=O)Nc1ccc(NC(=O)c2ccc3c(c2)N(Cc2cccc(Cl)c2)C(=O)c2ccccc2S3(=O)=O)cc1	-2%
CSc1ccc(CCNC(=O)c2ccc(-n3c(C)cc4c3CCC(C)C4)cc2)cc1 (stereo unspecified)	-12%
Cc1cccc(C(=O)OCC(=O)N(C)c2ccccc2)c1C	-6%
CCN(CC)c1ccc(NC(=O)CN2C(=O)c3cccnc3Oc3ccccc32)c(C)c1	-3%
COc1cc(/C=C2\SC(=S)N(CCC(=O)Nc3ccccc3)C2=O)cc(OC)c1OC	16%
CCOC(=O)c1cc2c(=O)n3ccccc3nc2n(CCOC)c1=NC(=O)c1c(-c2c(F)cccc2Cl)noc1C	2%&-2%
CCCn1cc(S(=O)(=O)c2cc(C)ccc2C)c(=O)c2cc(F)c(N3CCN(CC)CC3)cc21	-10%
O=C(NC1CC(=O)N(c2ccc(F)cc2)C1)c1cc2ccccc2o1 (stereo unspecified)	-3%
CN(CC(=O)Nc1ccc(F)c(F)c1F)C(=O)CN1C(=O)NC2(CCCC2)C1=O	-2%
CN(C)c1ccc(C(=O)OCC(=O)N2CCOCC2)cc1	14%
O=C(NCCc1ccccc1)C1c2ccccc2C(=O)N1Cc1cccs1 (stereo unspecified)	-11%

Laid out differently: results already given.
canonical_smiles,aSyn tox rescue
CN(C)CCCN(C(=O)c1ccc(N2C(=O)CCC2=O)cc1)c1nc2c(F)cccc2s1,2%
COc1ccc(CCNC(=O)CCCCn2c(=O)c3ccccc3n(Cc3ccccc3C)c2=O)cc1OC,-1%
Cc1nc2c(C(=O)NC(C)c3ccccc3)cnn2c(C)c1Cc1ccccc1 (stereo unspecified),9%
O=C(CC12CC3CC(CC(Br)(C3)C1)C2)Nc1nncs1,6%
CCCCN(C(=O)CC(c1ccccc1)c1ccccc1)c1c(N)n(CCC)c(=O)[nH]c1=O,0%
CC(=O)Nc1ccc(NC(=O)c2ccc3c(c2)N(Cc2cccc(Cl)c2)C(=O)c2ccccc2S3(=O)=O)cc1,-2%
CSc1ccc(CCNC(=O)c2ccc(-n3c(C)cc4c3CCC(C)C4)cc2)cc1 (stereo unspecified),-12%
Cc1cccc(C(=O)OCC(=O)N(C)c2ccccc2)c1C,-6%
CCN(CC)c1ccc(NC(=O)CN2C(=O)c3cccnc3Oc3ccccc32)c(C)c1,-3%
COc1cc(/C=C2\SC(=S)N(CCC(=O)Nc3ccccc3)C2=O)cc(OC)c1OC,16%
CCOC(=O)c1cc2c(=O)n3ccccc3nc2n(CCOC)c1=NC(=O)c1c(-c2c(F)cccc2Cl)noc1C,2%&-2%
CCCn1cc(S(=O)(=O)c2cc(C)ccc2C)c(=O)c2cc(F)c(N3CCN(CC)CC3)cc21,-10%
O=C(NC1CC(=O)N(c2ccc(F)cc2)C1)c1cc2ccccc2o1 (stereo unspecified),-3%
CN(CC(=O)Nc1ccc(F)c(F)c1F)C(=O)CN1C(=O)NC2(CCCC2)C1=O,-2%
CN(C)c1ccc(C(=O)OCC(=O)N2CCOCC2)cc1,14%
O=C(NCCc1ccccc1)C1c2ccccc2C(=O)N1Cc1cccs1 (stereo unspecified),-11%

The results go on.
SMILES	aSyn tox rescue
Cc1ccc(NC(=O)Nc2nc3c(s2)CCCCCC3)cc1C	-5%
COC(=O)[C@H]1C[C@H](OC(=O)NCC2CCCCC2)[C@@]2(O)CN(S(=O)(=O)c3ccc(C)cc3)CC2[C@H]1C(=O)OC (stereo partly specified)	4%
COc1ccc(NC(=O)Nc2ccc([N+](=O)[O-])cc2)cn1	-12%
COc1ccc(N2CCN(C(=O)CSc3n[nH]c(-c4ccccc4Cl)n3)CC2)cc1	5%
CCC(Sc1nnc2c(n1)[nH]c1ccccc12)C(=O)Nc1ccccc1OC (stereo unspecified)	-16%
COc1cc(OC)c(C(=O)OCC(=O)NCCc2ccccc2)cc1OC	-4%
COc1ccccc1N1CCN(CC(O)c2ccccc2)CC1 (stereo unspecified)	-1%
Cc1cccc(C(=O)OCC(=O)Nc2nnc(-c3ccccc3)o2)c1O	?
COc1ccccc1NC(=O)N(C)C[C@H]1OCc2cnnn2CCCC(=O)N([C@H](C)CO)C[C@@H]1C	-5%
CCOC(=O)C(C)Sc1nc2c(c(=O)[nH]c(=O)n2C)n1Cc1ccc(Cl)cc1 (stereo unspecified)	4%
O=C(NCc1ccco1)c1ccc2c(c1)N(Cc1ccccc1)C(=O)c1ccccc1S2(=O)=O	2%
COc1ccc(-n2c(SCC(=O)NCc3ccco3)nc3c([nH]c4ccccc43)c2=O)cc1	-6%
CC1=C(C(=O)OC2CCCCCC2)C(c2cccc(Cl)c2)CC(=O)N1 (stereo unspecified)	8%
CCOC(=O)C1=C(N)Oc2cc(O)ccc2C1c1cccc([N+](=O)[O-])c1 (stereo unspecified)	3%
CCOC(=O)c1cc2c(=O)n3cccc(C)c3nc2n(CC(C)C)c1=NC(=O)c1ccco1	6%
Cc1ccc(C)c(Nc2nn3c(=O)c4ccc(C(=O)NCc5ccccc5)cc4nc3s2)c1	0%
COc1ccc(N(CC(=O)Nc2ccc(C)c(C)c2)C2=NC3CS(=O)(=O)CC3S2)cc1 (stereo unspecified)	2%
CC(=O)c1cccc(NC(=O)c2noc3c2CSc2ccccc2-3)c1	3%
N#C/C(=C\c1ccccn1)c1ccccn1	4%
COc1ccc(OCC(=O)Nc2nnc(S(=O)(=O)N3CCc4ccccc43)s2)cc1	2%
Clc1ccccc1Cc1noc(CN2CCN(Cc3ccccn3)CC2)n1	1%
CCOC(=O)c1cn2nc(Oc3ccc(NC(C)=O)cc3)ccc2n1	1%
COc1ccc(OC)c(-c2noc(N3CCN(c4cccc(C)c4C)CC3)n2)c1	3%

Screening results as filed in PubChem.
